Screens deposited in PubChem BioAssay by Sanford-Burnham Center for Chemical Genomics.
HKDC1 inhibitor: HKDC1 (human) hexokinase inhibition. Q2TB90. recombinant HKDC1, G6PDH/diaphorase resazurin coupled fluorescence. inhibition, % at 20 µM. hit rate 0.16% among 340,000. AID 493160;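 active = inhibition above about 35% when tested at 20 µM, limit read from the data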;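 note: plate controls were DMSO wells with enzyme for no effect and DMSO wells lacking enzyme for full effect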
Target sequence (Q2TB90 whole entry, looked up): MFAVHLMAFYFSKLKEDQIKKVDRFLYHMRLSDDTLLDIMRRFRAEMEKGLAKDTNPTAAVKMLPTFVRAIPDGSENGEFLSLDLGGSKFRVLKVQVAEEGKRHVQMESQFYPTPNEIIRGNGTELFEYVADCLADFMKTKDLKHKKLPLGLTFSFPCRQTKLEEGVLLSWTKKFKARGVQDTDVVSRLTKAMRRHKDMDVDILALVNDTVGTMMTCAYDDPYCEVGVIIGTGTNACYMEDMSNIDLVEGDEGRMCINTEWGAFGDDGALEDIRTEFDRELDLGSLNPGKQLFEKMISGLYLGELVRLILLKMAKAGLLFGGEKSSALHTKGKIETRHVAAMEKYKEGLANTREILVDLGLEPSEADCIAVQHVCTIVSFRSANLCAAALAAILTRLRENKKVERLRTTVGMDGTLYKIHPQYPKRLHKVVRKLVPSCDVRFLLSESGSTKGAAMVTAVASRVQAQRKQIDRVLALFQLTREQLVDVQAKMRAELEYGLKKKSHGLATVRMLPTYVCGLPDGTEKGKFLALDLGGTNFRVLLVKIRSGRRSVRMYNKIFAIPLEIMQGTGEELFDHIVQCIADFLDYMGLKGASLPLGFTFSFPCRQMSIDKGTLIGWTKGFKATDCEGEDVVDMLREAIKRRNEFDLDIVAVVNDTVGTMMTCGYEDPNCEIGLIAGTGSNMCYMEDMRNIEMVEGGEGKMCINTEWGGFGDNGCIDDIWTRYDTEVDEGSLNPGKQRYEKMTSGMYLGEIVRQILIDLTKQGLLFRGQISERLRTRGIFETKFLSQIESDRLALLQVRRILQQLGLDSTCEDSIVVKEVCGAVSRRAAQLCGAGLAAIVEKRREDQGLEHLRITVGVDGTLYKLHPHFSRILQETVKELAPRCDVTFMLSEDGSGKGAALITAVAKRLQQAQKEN
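Test system: HK5 enzyme. Quantity: 5 µg/mL HK5 final. Reagent: glucose and ATP substrates. Schedule: 90 min reaction incubation at room temperature, dark. Technique: resazurin-to-resorufin fluorescence via G6PDH and diaphorase coupling, 525/613 nm. Control set: DMSO wells with and without enzyme mix.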
UBC13 inh: human UBC13 polyubiquitination inhibition. inhibition, % at 20 µM. UBC13 polyubiquitin chain formation, TR-FRET. P61088. hit rate 0.47% among 330,000; in the data active = inhibition above about 45%, passing the limit was not always enough
Target sequence (P61088 whole entry, looked up): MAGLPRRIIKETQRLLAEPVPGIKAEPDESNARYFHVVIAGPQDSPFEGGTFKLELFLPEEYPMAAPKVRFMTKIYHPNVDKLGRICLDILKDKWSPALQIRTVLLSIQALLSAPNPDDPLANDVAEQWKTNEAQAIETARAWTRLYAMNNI
SENP1 inh: blocks the human SENP1 SUMO protease catalytic domain | inhibition, % at 10 µM | hit rate 0.21% among 360,000 | Q9P0U3 | recombinant SENP1 catalytic domain, CyPet-SUMO1-YPet FRET cleavage;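 active = inhibition at least 30% at 10 µM, raw YFP signal under a set limit, fluorescence ratio 0.5 to 1.5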;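 note: 0% = enzyme with DMSO and 100% = no enzyme wells; some results filed as inactive read as strong as hits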
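Controls: no-enzyme wells low, DMSO-plus-enzyme wells high control. Test system: human recombinant His6-tagged SENP1 catalytic domain enzyme. Reagent: SFCypet-SUMO1-SFYpet FRET protein substrate, 25 nM final. Doses: one dose per compound, 10 µM, 0.5% DMSO. Detection: FRET, CFP and YFP emission. Timing: 50 min reaction at room temperature.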
SENP8 block-1: blocks the human protease SENP8; purified SENP8, Z-RLRGG-aminoluciferin cleavage, luminescence; inhibition, % at 10 µM; hit rate 1.2% among 330,000; AID 2540; in the data active = inhibition above about 50%
PfG6PD inh: PfG6PD (Plasmodium falciparum) enzyme inhibition. hit rate 0.78% among 350,000. inhibition, % at 20 µM. PfGluPho enzyme, NADPH resazurin-diaphorase fluorescence. AID 504690;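 active = inhibition reaching at least a set limit at 20 µM in the primary screen, cut at about 59% in these data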;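 note: 0% = DMSO wells with substrate and 100% = DMSO wells lacking glucose-6-phosphate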
MIN6 prolif: inducers of beta-cell replication in MIN6 cells; MIN6 cells proliferation, ATPlite luminescence, 48 h; cells starved in 0.2% serum; 100% = growth in 10% serum; proliferation, % at 10 µM; hit rate 0.29% among 330,000; AID 2380;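 active = compounds whose signal lies at least 3.5 SD above the mean of all wells on their plate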;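 note: 0% = DMSO-treated cells in low-serum medium and 100% = 10% serum control; some compounds called inactive have numbers as strong as hits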
SENP6 block: inhibitors of human SENP6 protease. inhibition, % at 10 µM. Q9GZR1. hit rate 1.8% among 330,000. Recombinant SENP6 catalytic domain, aminoluciferin luminescence;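 active = inhibition above about 50% at the single tested dose, limit read from the data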;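 note: plate controls were DMSO wells with enzyme for no effect and DMSO wells lacking enzyme for full effect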
SENP8 block-2: SENP8 (human) protease inhibition; hit rate 0.64% among 360,000; AID 602440; inhibition, % at 20 µM; Q96LD8; recombinant SENP8, Nedd8 substrate fluorescence; in the data active = inhibition mostly above about 40%, no sharp cut-off; inactive = mostly below about 27%
SENP7 block: SENP7 protease inhibition. inhibition, % at 5 µM. AID 434973. hit rate 1.5% among 330,000. recombinant SENP7, Z-RLRGG-aminoluciferin luminescence, 40 min. Q9BQF6;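 active = inhibition above about 50% at the single test dose, limit read from the data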;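 note: plate controls were DMSO with enzyme for no effect and no enzyme buffer wells for full effect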
* marks the source's active call; other numbers are inactive results; . = no result given; & = joins results of further samples.

Structure	HKDC1 inhibitor	UBC13 inh	SENP1 inh	SENP8 block-1	PfG6PD inh	MIN6 prolif	SENP6 block	SENP8 block-2	SENP7 block
CC(NC(=O)Cc1ccc([N+](=O)[O-])cc1)c1ccc2c(c1)OCO2 (stereo not given)	-4	-4	3	-2	5	0	-17	25	9
O=C(NCCN1CCN(C(=O)c2ccccc2Cl)CC1)C(=O)NCc1ccccc1	-4	5	0	7	-2	0	2	17	3
O=S(=O)(Nc1nc2ccccc2nc1Nc1ccc2c(c1)OCO2)c1ccccc1	2	-2	-5	-4	2	0	-3	-146	-3
CCc1ccc(CN(C)Cc2nc(-c3cccc(Cl)c3)no2)nc1	0	5	-1	-6	-7	-2	-16	8	11
O=C(CSc1n[nH]c(-c2cccnc2)n1)Nc1ccccc1[N+](=O)[O-]	0	4	1	2	-3	0	-25	4	-4
CN(CC(=O)Nc1ccc(F)cc1)c1ccc(S(=O)(=O)N2CCCCC2)cc1[N+](=O)[O-]	-6	-1	-17	-1	5	-1	-10	22	2
CC1CCCCC1NC(=O)c1ccc(S(=O)(=O)NCc2ccco2)cc1 (stereo not given)	-7	0	4	1	2	0	-11	6	-1
Cc1c(Cl)cccc1NC(=O)c1cc(S(=O)(=O)N2CCOCC2)cn1C	-1	-1	1	-4	-14	7	-8	10	-9
C=CCn1c(P(C)(=O)O)nc2ccccc21	-9&11	-3&0	2&1	-13&-11	5&4	-2&0	-2&-10	8&-2	-2&-11
CC(C)CN1C2CCCC1CC(NC(=S)NCc1ccco1)C2 (stereo not given)	-11	3	-4	-1	23	1	-7	4	4
CC(C)CCC(CCNCc1ccccn1)c1ccc2c(c1)OCO2 (stereo not given)	3	12	-2	8	-4	-5	1	-4	3
CCCc1nnc(NC(=O)CCC(=O)NCc2ccccc2OC)s1	-12	9	1	-6	2	0	-11	12	3
Cc1cccc(OCC(=O)N(Cc2cccs2)C2CCS(=O)(=O)C2)c1 (stereo not given)	-7	10	4	22	4	0	-10	15	-4
Cc1cccc(-c2nc(CS(=O)CC(=O)NCCc3ccccc3)c(C)o2)c1 (stereo not given)	-6	7	1	-8	10	2	9	8	-2
CC(C)N=C1SC(CC(=O)Nc2ccccc2)C(=O)N1C(C)C (stereo not given)	-5	4	-2	14	5	0	2	11	-1
O=C(CCC1CCCN(C(=O)c2ccc3c(c2)OCO3)C1)NCc1ccc(F)c(F)c1 (stereo not given)	-2	-15	0	2	-24	-2	-3	-3	-2
[N-]=[N+]=NC[C@H](Cc1ccccc1)N1CC[C@@H](O)CCC1=O	-3	3	-1	4	2	1	-6	9	-3
Nc1nnnn1CC(=O)OCc1cccc(Br)c1	-12	19	1	0	8	-2	-1	8	5
COc1ccc(C(=O)CSc2nnc(-c3ccoc3C)n2CC2CCCO2)cc1 (stereo not given)	8	-18	-6	-4	10	0	-12	14	-2
O=C1NCC(Nc2ccc(Cl)cc2)C(=O)N1 (stereo not given)	-11	.	0	.	7	.	.	8	.
Cc1ccc2nc(NCCO)nc(-c3ccccc3)c2c1	-1	6	-31	-6	-10	2	-13	-296	1
COc1ccccc1NC(=O)CSc1ccc(-c2ccc(-n3cccn3)cc2)nn1	5	0	0	-10	-11	2	-15	18	7
COC(=O)[C@H](CC(C)C)NC(=O)Cn1cnc2c(NCc3ccccc3)ncnc21	-4	.	-1	.	-7	.	.	8	4
Cc1c(NC(=O)CCC2CCCCC2)cc(C(=O)N2CCOCC2)cc1[N+](=O)[O-]	-7	9	2	5	-10	0	-2	7	0
COc1cc(C(=O)NCCc2ccc3c(c2)OCO3)cc(OC)c1OC	8	.	-1	.	-13	.	.	10	.
COC(=O)CCc1c(COC(C)=O)[nH]c(C(=O)OCc2ccccc2)c1C	-3	8	-139	-4	-6	-1	-2	-94	1
O=C1C(=O)N(CC2CCCO2)C(c2ccco2)/C1=C(/O)c1ccc(F)cc1 (stereo not given)	-2	-1	2	1	11	2	16	0	-1
CC[n+]1c(/C=C/c2ccc(OC(C)=O)c(OC)c2)ccc2ccccc21	6	-16	1	8	-4	-1	15	-58	11
CCCC(=O)Nc1ccc(S(=O)(=O)N2CCOCC2)cc1	-6	1	3	3	6	-2	-14	3	0
COc1ccc(/C=C/C2=Nc3ccccc3NC(C)(C)C2)cc1OC	4	-30	13	-6	-4	-3	-9	21	-4

4 records drawn at random from those above, as already listed:
Structure	HKDC1 inhibitor	UBC13 inh	SENP1 inh	SENP8 block-1	PfG6PD inh	MIN6 prolif	SENP6 block	SENP8 block-2	SENP7 block
CC(C)CN1C2CCCC1CC(NC(=S)NCc1ccco1)C2 (stereo not given)	-11	3	-4	-1	23	1	-7	4	4
COC(=O)CCc1c(COC(C)=O)[nH]c(C(=O)OCc2ccccc2)c1C	-3	8	-139	-4	-6	-1	-2	-94	1
Cc1c(NC(=O)CCC2CCCCC2)cc(C(=O)N2CCOCC2)cc1[N+](=O)[O-]	-7	9	2	5	-10	0	-2	7	0
O=C1NCC(Nc2ccc(Cl)cc2)C(=O)N1 (stereo not given)	-11	.	0	.	7	.	.	8	.

(continued)
Structure	HKDC1 inhibitor	UBC13 inh	SENP1 inh	SENP8 block-1	PfG6PD inh	MIN6 prolif	SENP6 block	SENP8 block-2	SENP7 block
COc1ccc(NC(=O)c2cc(C)nc3ccccc23)cc1S(=O)(=O)Nc1ccccc1Cl	-7	6	0	-10	3	0	-14	7	4
CCn1cc(CNC(=O)c2cccc([N+](=O)[O-])c2)c(C)n1	-8	-10	2	-12	-9	0	-8	18	-7
COCCCN1C(=O)C(O)=C(C(=O)c2ccco2)C1c1cccc(Br)c1 (stereo not given)	0	-5	0	5	14	-2	7	3	-4
CC(=O)Nc1ccc(S(=O)(=O)N(C)CC(=O)OCC(=O)c2cc(C)n(-c3ccc4c(c3)OCO4)c2C)cc1	-6	-12	-4	10	44	0	9	7	0
O=C(Cc1cccs1)N(Cc1cccs1)C1(C(=O)NC2CCCC2)CCCCC1	1	2	0	1	5	-3	-7	8	2
CCOc1ccc(C(=O)NCCc2cnc[nH]2)cc1OCC	-2	-4	0	-6	-3	-1	-49	18	-8
CC(=O)c1cccc(NC(=O)N2CCCC2C(=O)Nc2cccc(C)c2C)c1 (stereo not given)	-6	-1	4	-9	-11	0	-15	12	-2
Cc1ccc(C(=O)CSc2nnc(-c3ccc4[nH]c(C)c(C)c4c3)o2)cc1C	-6	-19	0	-1	-5	-4	-22	-1	-6
CCOC(=O)Cc1ccc(NC(=O)c2ccc(C(C)(C)C)cc2)cc1	3	4	0	4	36	-3	-13	15	-3
CCc1nn(CC(=O)NCCCN2CCCC2=O)c(=O)c2cc3sccc3n12	-2	6	0	-6	2	-3	0	0	-2
O=S(Cc1ccc(Br)cc1)Cc1nnc(SCc2ccc(Br)cc2)n1-c1ccccc1 (stereo not given)	6	9	1	0	2	0	0	9	2
Cc1c(/C=N\NC(=O)c2ccc(F)cc2)cnn1C	2	0	1	7	-5	0	2	-23	9
COc1ccc(C/C(N)=N/OC(=O)Cc2ccccc2)cc1	6	-2	2	-2	0	-2	7	21	16
Cc1ccc(N2C(=O)C3N=NN(CC(=O)N4N=C(c5ccccc5)CC4c4ccccc4)C3C2=O)cc1 (stereo not given)	-3	-2	-59	-4	-10	0	-5	-4	0
CCCCCN(C(=O)CCC(=O)OCC(=O)N(CC)C1CCCCC1)c1c(N)n(CCCC)c(=O)[nH]c1=O	-1	-3	2	-6	-10	0	-6	7	-17
CCn1c(O)c(N=N)c2ccccc21	-1	-10	5	-11	12	-3	-29	6	-9
COC(=O)/C=C1/SC(=NC(=O)c2ccccc2)NC1=O	-10	-6	2	8	-11	-3	-4	40	3
COc1ccccc1NC(=O)NCCN1CCCCC1	-7	3	0	14	-9	-1	9	22	-7
Cc1ccc(NC(=O)CSc2n[nH]c(-c3cccnc3)n2)c(Br)c1	12	-4	1	-7	-9	-1	0	6	-3
COCCNC(=O)C(c1ccc(F)cc1)N(Cc1cccs1)C(=O)CCC(=O)Nc1ccccn1 (stereo not given)	3	3	0	7	7	5.5*	-16	3	5
Cc1csc(=O)n1CC(=O)Nc1nc2ccccc2s1	-6	0	-1	-11	5	-2	-24	-3	-11
COc1ccc(N(C(=O)c2ccc(Cl)cc2)C2=CC3CCC(C2)N3C)cc1 (stereo not given)	-8	16	1	-2	-1	1	-20	29	2
COC(=O)Nc1ncc(CN2C(=O)c3ccccc3C2=O)s1	-2	8	1	2	-11	0	1	8	5
CSc1nc(C)c(CCOCc2ccc(F)cc2)c(=O)[nH]1	-1	8	3	5	-11	-3	9	3	2
CCc1nnc(NC(=O)CCS(=O)(=O)c2ccccc2)s1	1	2	-3	-7	-9	0	-22	10	0
NS(=O)(=O)c1ccc(N2C(=O)C(=O)/C(=C(/O)c3ccccc3)C2c2ccc(Cl)cc2)cc1 (stereo not given)	4	-3	2	4	-27	1	1	14	-2
Cn1c(N)c(C(=O)COC(=O)/C=C/c2ccc(OC(F)F)cc2)c(=O)n(C)c1=O	4	4	0	0	-4	-2	-14	1	-1
O=C1NC(=Nc2ccc3ccccc3c2)S/C1=C/c1ccco1	-3	-30	-2	0	-8	-2	-11	-37	11
O=C(NCc1ccccn1)C1CC(c2ccc(Cl)c(Cl)c2)=NO1 (stereo not given)	2	-1	-1	-2	-3	0	2	9	1
CCCC(=O)N1CCN(c2nc3ccc(CC)cc3s2)CC1	-1	5	0	-19	-8	4	-7	7	-2
CCOC(=O)c1cnn(C)c1NC(=O)c1ccc(Cl)cc1Cl	0	-2	4	-11	-3	-3	-6	6	-11
CCN1C(=NCc2ccccc2)N[C@@H](c2ccccc2)[C@H](C(=O)OC)[C@H]1C	2	-4	-2	0	-17	-3	-5	5	4
COC1=C(OC)c2ccccc2C(C(=O)O)N/C1=C(/C)Nc1ccncc1 (stereo not given)	-7	-4	-9	1	0	-2	-14	2	2
COc1ccc2c(c1)CCc1sc(NC(=O)c3ccc(C)cc3)nc1-2	3	10	1	-6	15	-3	-24	-73	-1
CC(C)(C)[C@H]1CCC(=O)N([C@H](CC#N)Cc2ccccc2)CC1	-4	1	-1	1	-3	1	-3	6	1
CC(=O)c1c(C)[nH]c(C(=O)CSc2nnc(C3CCCCC3)n2N)c1C	4	4	0	0	-1	1	-13	22	-5
O=C(Nc1ccc([N+](=O)[O-])cc1)Nc1cnccn1	-2	-1	2	-9	3	-6	2	18	0
COc1ccc(CCC(=O)c2ccc(OC)cc2)cc1	-2	12	0	-10	9	5.3*	-14	1	6
Cc1sc2nc(CSC(C)C(=O)N3CCOCC3)[nH]c(=O)c2c1C (stereo not given)	-4	-6	-2	-6	10	-1	-5	-18	-6
CCOc1ccc(C(C)=O)cc1N1C(=O)C2C3C=CC(O3)C2C1=O (stereo not given)	-8	-10	3	-5	4	-6	-6	17	-9
O=C(NS(=O)(=O)c1ccc(NC(=O)C2CCCO2)cc1)c1ccccc1 (stereo not given)	1	-26	1	-11	-11	-1	0	18	-7
O=C(Nc1ccccc1C(=O)O)c1ccc(NC(=O)C2CC2)cc1	-3	-4	0	61*	11	-6	67*	-3	50
